# Source: PubChem BioAssay (several laboratories)
# CTSL1 counter: Fasciola hepatica cathepsin L1 inhibitors, primary screen, counter-screen for PFM18AAP inhibitor project, biochemical, QFRET, fluorogenic peptide substrate. recombinant F. hepatica cathepsin L1, Z-Leu-Arg-MCA fluorescence. inhibition, % at 5.96 µM. 300,000 compounds, 0.49% hits. AID 1906, 2009;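 active = inhibition above the mean of all tested compounds plus 3 SD, set per screening campaign, cut at about 17% in these data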;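 also: 0% = plate median of test compound wells and 100% = 1 µM Z-Phe-Ala-diazomethylketone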
# PP5 primary: PP5 phosphatase inhibitors, primary screen, biochemical, fluorescence. 320,000 compounds, 0.18% hits. AID 1987, 2009. purified PP5c, OMFP substrate fluorescence. inhibition, % at 6.7 µM. Serine/threonine-protein phosphatase 5 (Homo sapiens), P53041;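 active = inhibition above the campaign's mean inhibition across all tested compounds plus 3 SD, cut at about 9.5% in these data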;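 also: 0% = DMSO only and 100% = 100 µM cantharidin control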
# Target sequence (P53041 whole entry, looked up): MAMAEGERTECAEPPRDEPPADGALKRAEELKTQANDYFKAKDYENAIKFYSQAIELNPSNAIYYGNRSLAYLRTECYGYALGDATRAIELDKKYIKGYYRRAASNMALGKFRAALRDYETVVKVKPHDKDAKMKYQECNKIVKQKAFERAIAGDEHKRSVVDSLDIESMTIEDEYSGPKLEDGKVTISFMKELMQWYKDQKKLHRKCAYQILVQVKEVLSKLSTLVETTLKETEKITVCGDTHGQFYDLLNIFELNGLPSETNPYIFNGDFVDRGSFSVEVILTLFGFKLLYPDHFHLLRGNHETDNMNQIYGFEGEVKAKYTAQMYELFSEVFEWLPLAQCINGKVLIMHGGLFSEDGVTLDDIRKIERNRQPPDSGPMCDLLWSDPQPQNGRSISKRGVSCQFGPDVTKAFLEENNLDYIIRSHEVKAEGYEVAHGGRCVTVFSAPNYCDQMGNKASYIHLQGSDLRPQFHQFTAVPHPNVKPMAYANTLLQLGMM
# HCV core dimer: inhibitors of HCV core protein dimerization, primary screen, biochemical, TR-FRET, high-throughput; TR-FRET GST/Flag-core106 dimerization, 1536-well; inhibition, % at 5 µM; 300,000 compounds, 0.33% hits; AID 1899, 2009;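 active = inhibition above the mean of all tested compounds plus 3 SD, set per screening campaign, cut at about 45% in these data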
#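 System: GST-tagged and Flag-tagged HCV core protein residues 1-106 / Input: core106 proteins, GST 13.5 nM and Flag 17 nM / Buffer or medium: KF-containing HEPES buffer, pH 7.45, DTT, CHAPS, BSA / Probe or stimulus: Eu-anti-GST and XL665-anti-Flag labelled anti-tag antibodies / Schedule: 4 h, 22.5 °C incubation / Technique: TR-FRET 671 and 617 nm emission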
# Efflux pump inh: inhibitors of Candida efflux pumps in yeast, primary screen, S. cerevisiae, Nile Red, multiplex. AID 485275, 2010. S. cerevisiae Candida pump triplex. 330,000 compounds, 0.44% hits. inhibition, % at 10 µM;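 active = plate passing quality check with inhibition over a set limit, or well fluorescence over plate mean plus 4 SD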;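 also: Nile Red retained in pooled yeast measured as flow cytometry median fluorescence; 0% = buffer negative control and 100% = Enniatin B positive control; higher means more Nile Red kept so more efflux inhibition; some compounds called inactive have numbers as strong as hits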
# GASC-1 inh: inhibitors of GASC-1 histone demethylase, primary screen, biochemical, fluorescence, DELFIA europium. Lysine-specific demethylase 4C (Homo sapiens), Q9H3R0. GST-JMJD2C(1-420) H3K9me3 demethylation. inhibition, % at 2.35 µM. 330,000 compounds, 0.069% hits;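 active = more than half of a compound's replicate wells show inhibition beyond 50%, single wells judged on their own value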;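 also: signal counts dimethyl H3K9 product captured on neutravidin plate; 0% = median of DMSO wells and 100% = 0.3 times that DMSO median; strong numbers were not always called active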
# Target sequence (Q9H3R0 1-420 limits assumed): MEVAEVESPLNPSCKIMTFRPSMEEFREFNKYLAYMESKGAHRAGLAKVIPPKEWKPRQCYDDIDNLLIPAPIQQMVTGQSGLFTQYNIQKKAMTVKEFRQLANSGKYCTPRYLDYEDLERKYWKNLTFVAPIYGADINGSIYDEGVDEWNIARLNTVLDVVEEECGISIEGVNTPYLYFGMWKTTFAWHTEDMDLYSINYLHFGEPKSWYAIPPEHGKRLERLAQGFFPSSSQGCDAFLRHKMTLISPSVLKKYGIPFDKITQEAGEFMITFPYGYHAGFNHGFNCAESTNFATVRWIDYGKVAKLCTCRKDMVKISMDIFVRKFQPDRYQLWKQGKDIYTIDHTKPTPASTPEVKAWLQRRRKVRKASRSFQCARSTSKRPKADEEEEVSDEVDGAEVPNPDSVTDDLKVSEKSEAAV
# PREPL inh: PREPL enzyme inhibitors, primary screen, biochemical, fluorescence polarization; recombinant PREPL, fluorescence polarization activity-based probe; inhibition, % at 5.96 µM; 320,000 compounds, 0.68% hits; in the data active = inhibition above about 43%;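 also: 0% = enzyme with DMSO and 100% = wells lacking enzyme; many of its hits are not listed in these tables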
# TPT1 inhibitor: Candida albicans TPT1 enzyme inhibitors, primary screen, biochemical, fluorescence polarization; tRNA 2'-phosphotransferase TPT1 (Candida albicans SC5314); recombinant caTPT1, FP RNA substrate dephosphorylation; inhibition, % at 5 µM; 300,000 compounds, 0.81% hits; AID 1962, 2009;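 active = inhibition above the mean of all tested compounds plus 3 SD, set per screening campaign, cut at about 24% in these data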;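 also: plate controls were DMSO alone for no effect and ferristatin control at 100 nM for full effect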
# PP1 inh: PP1-alpha phosphatase inhibitors, primary screen, counter-screen for PP5 inhibitor project, biochemical, fluorescence, OMFP substrate, single point; Serine/threonine-protein phosphatase PP1-alpha catalytic subunit (Homo sapiens), P62136; purified PP1alpha; inhibition, % at 6.7 µM; 320,000 compounds, 0.9% hits;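 active = inhibition above the mean inhibition of all tested compounds plus 3 SD, computed separately for each screening campaign, cut at about 15% in these data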
# LYPLA2 counter: LYPLA2 inhibitors, primary screen, counter-screen for PME1 inhibitor project, biochemical, fluorescence polarization, FP-Rh probe ABPP; Acyl-protein thioesterase 2 (Homo sapiens), O95372; recombinant LYPLA2; inhibition, % at 5.9 µM; 320,000 compounds, 0.38% hits; AID 2177, 2009;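 active = inhibition above the screen-wide mean plus 3 SD, limit set per campaign, cut at about 26% in these data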;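 also: 0% = LYPLA2 with DMSO and 100% = wells lacking LYPLA2 enzyme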
# An asterisk follows results filed as active; & = joins results of further samples. These rows are one share of the data; rates above refer to the full screens.
SMILES,CTSL1 counter,PP5 primary,HCV core dimer,Efflux pump inh,GASC-1 inh,PREPL inh,TPT1 inhibitor,PP1 inh,LYPLA2 counter
Cc1ccc2nc(Nc3nc(CSc4nnnn4-c4ccccc4)cc(=O)[nH]3)nc(C)c2c1,-0.1,1.0,-5.7,0.0,-8.0,-9.9,-1.3,-3.9,-0.1
COc1ccc(CCNC(=O)c2nc3ncccn3n2)cc1OC,-1.8,0.8,-2.4,0.0,-4.8,12.1,-0.7,-1.0,-6.1
CC1CC(=S)Nc2ccccc2N1Cc1ccccc1 (stereo not given),1.3,3.5,7.1,-0.1,-4.2,-0.1,-0.9,-1.0,-1.1
O/N=C1\CCCc2nnc3c(c21)CCCC3,-1.6,1.2,-7.2,-0.1,1.3,10.7,-0.4,-2.5,1.9
CC(=O)c1c(C)nc2ccc(C)cc2c1-c1ccccc1,1.9,2.2,-3.7,0.2,0.8,3.3,4.5,3.0,1.7
O=C(NCc1ccco1)c1ccc(Br)c(S(=O)(=O)N2CCCCC2)c1,-3.5,1.8,1.9,-0.1,6.0,-6.1,0.6,-4.1,-5.4
COc1ccc(CCNC(=O)C2CC3Cn4c(nc5cc(Cl)c(Cl)cc54)C3N2C)cc1 (stereo not given),-2.0,-1.5,8.6,-0.1,-27.8,-3.3,0.0,-2.3,-3.6
COc1ccc(OC)c([N+](=O)[O-])c1C(N)=O,2.3,0.3,-1.1,-0.2,-1.9,1.8,3.9,1.9,-0.5
O=C1NCCNC(=O)c2ccccc2OCCOc2ccccc21,-2.2,-2.2,-2.9,0.0,-5.4,-2.6,1.9,-1.0,-3.5
CCOC(=O)C1CCN(C(=O)CCc2ccccc2)CC1,-2.4,2.0,-2.4,0.0,3.3,2.9,0.1,-1.1,10.3
COc1ccc2[nH]c(C(=O)Nc3ccc(C)c(F)c3)cc2c1,0.7,0.4,33.4,0.0,-6.6,10.3,3.5,-4.4,-5.7
COc1ccccc1N1CCN(Cc2nc(N)nc(Nc3ccc(C)cc3)n2)CC1,1.9,3.6,2.8,0.0,9.6,0.0,-3.5,-6.0,3.0
Nn1c(SCC(=O)N2CCCc3ccccc32)nnc1-c1ccc(Cl)cc1,-3.1,-0.8,1.1,0.1,-6.8,2.4,-0.5,0.5,0.7
COc1ccc(C2(C(=O)Nc3ccccc3)CCOCC2)cc1,-4.7,0.9,-1.2,0.1,-3.6,-4.7,-0.4,-4.6,3.5
O=C1Nc2ccccc2O/C1=C\c1ccccc1,-1.6,2.7,2.9,0.1,0.6,-12.4,-8.5,-3.7,-8.1
CCc1ccccc1NC(=O)C1CCCN(c2nccc(C)n2)C1 (stereo not given),-2.6,-1.2,0.2,0.1,5.5,-2.6,2.6,-1.0,-2.2
CC(=O)N1CCN(S(=O)(=O)c2cccc(C(=O)Nc3nccs3)c2)CC1,-0.8,2.6,3.8,0.1,-0.7,0.9,1.8,0.7,2.1
Cc1ccc(COC(=O)Cc2coc3cc(O)ccc23)cc1,7.0,3.3,7.2,0.1,5.1,3.2,1.2,0.5,-2.2
CCCCCCn1c(=O)c(-c2ccccc2)c(O)c2ccccc21,0.8,3.9,9.0,0.0,9.3,-7.6,-2.5,-0.6,3.0
CCCCN1C(=O)C(=O)N(CC(=O)N2CCN(c3ccccc3)CC2)C1=O,-0.5,-2.0,2.2,0.0,-7.2,23.7,3.0,-0.2,-0.5
COc1ccc(NC(=O)CN(C)S(=O)(=O)c2ccc3c(c2)CCCN3C(C)=O)cc1,0.5,-0.6,0.6,0.0,10.9,4.9,1.1,-1.5,-1.2
CCn1c(CNc2ccc(Cl)cc2)nnc1SCC(=O)OC1CCCCC1,0.6,3.4,11.0,0.1,-23.5,20.6,-2.4,0.6,4.8
CCOC(=O)N1CCN(C(=O)C2CCCN(S(=O)(=O)c3c(C)cc(C)cc3C)C2)CC1 (stereo not given),-2.0,1.8,14.2,-0.1,3.6,0.8,-0.5,-2.2,2.4
CC(c1ccccn1)N(C)C(=O)c1ccc2nc(Cc3cccc(Cl)c3)oc2c1 (stereo not given),0.5,1.4,0.3,0.1,-3.9,9.0,1.1,1.6,-0.9
CS(=O)(=O)c1ccccc1C(=O)Nc1cc(Cl)ccc1-n1cncn1,0.4,0.1,-2.4,0.1,0.2,-2.5,-0.5,-4.1,4.6
CCC(=O)Nc1cc(NC(=O)CSc2ncc(-c3ccc(F)cc3)n2Cc2ccco2)ccc1C,-2.4,2.4,13.3,0.1,2.7&11.7,-11.3,0.9,1.7,-0.2
O=C(NC1CCN(Cc2ccccc2)CC1)c1ccc(Oc2cc(Cl)cc(Cl)c2)o1,1.5,2.2,-0.2,0.1,-10.7,9.5,-3.5,0.7,2.7
COc1ccc(-c2cn(-c3ccc(Cl)cc3)c3[n+]2CCCCC3)cc1,0.0,18.7*,-1.1,0.1,-11.6,10.2,-2.8,2.6,2.1
FC(F)(F)c1cc(-c2ccco2)nc2ncnn12,2.7,0.1,-5.7,0.2,8.9,4.5,2.4,-1.9,-5.0
O=C(O)c1ccc(NCc2ccc3c(c2)OCO3)cc1,-1.6,1.9,-9.3,-0.3,3.7,3.8,-4.9,-1.2,-2.7

# Compound profiles (already shown):
# CS(=O)(=O)c1ccccc1C(=O)Nc1cc(Cl)ccc1-n1cncn1 reads CTSL1 counter: 0.4; PP5 primary: 0.1; HCV core dimer: -2.4; Efflux pump inh: 0.1; GASC-1 inh: 0.2; PREPL inh: -2.5; TPT1 inhibitor: -0.5; PP1 inh: -4.1; LYPLA2 counter: 4.6
# COc1ccc(NC(=O)CN(C)S(=O)(=O)c2ccc3c(c2)CCCN3C(C)=O)cc1 reads CTSL1 counter: 0.5; PP5 primary: -0.6; HCV core dimer: 0.6; Efflux pump inh: 0.0; GASC-1 inh: 10.9; PREPL inh: 4.9; TPT1 inhibitor: 1.1; PP1 inh: -1.5; LYPLA2 counter: -1.2

# The listing continues:
SMILES,CTSL1 counter,PP5 primary,HCV core dimer,Efflux pump inh,GASC-1 inh,PREPL inh,TPT1 inhibitor,PP1 inh,LYPLA2 counter
Clc1ccc(CSc2nccn2Cc2ccccc2)cc1,-0.8,5.5,4.7,-0.1,1.9,-24.8,-5.8,8.0,10.8
Cc1ccc2[nH]c3c(N4CCN(Cc5ccccc5)CC4)ncnc3c2c1,-0.6,3.7,-9.3,0.3,3.2,35.3,5.8,-4.9,-2.5
CCN1CC=C2C(C1)C(c1ccc(Cl)s1)C(C#N)=C(N)C2(C#N)C#N (stereo not given),2.7,0.2,0.0,0.5,7.8,19.0,-8.0,-4.6,4.0
O=S(=O)(Nc1ccc(O)c(Sc2nc3ccccc3s2)c1)c1ccc(Cl)cc1,-2.0,3.5,-0.5,-0.6,8.1,-35.9,-0.2,3.3,-10.8
COCCN(C(=O)COC(=O)/C=C/c1ccc2c(c1)OCO2)c1c(N)n(Cc2ccccc2)c(=O)[nH]c1=O,0.8,-1.3,2.7,0.0,-5.2,-6.3,1.0,-2.9,1.7
Cc1c(/C=N/NC(=O)C(NC(=O)c2ccc3c(c2)OCO3)C(C)C)c2ccccc2n1C (stereo not given),3.1,-0.9,12.8,-0.2,3.5,6.2,1.1,-2.6,0.0
COc1ccc(C(=O)Nc2cccc3c2CCCC3)cc1OC,-6.0,-0.6,4.3,0.2,12.7,-0.3,-0.1,-0.7,-1.5
COCCCN1C(=O)C(=O)/C(=C(/O)c2ccc(S(=O)(=O)N3CCOCC3)cc2)C1c1cccc(Cl)c1 (stereo not given),0.0,0.6,2.0,-0.1,3.0,0.3,-0.2,-0.1,3.4
COc1ccc(CCNC(=O)CCS(=O)(=O)c2ccc3c(c2)NC(=O)CS3)cc1OC,-2.2,-0.2,1.6,-0.1,-1.6,10.4,1.2,-1.6,6.2
O=C(NCCN1CCOCC1)c1cc(-c2ccc(F)cc2)nc2ccccc12,0.3,0.3,-4.1,-0.2,3.7,-21.3,-0.6,-0.1,1.3
Clc1ccccc1CNCC1CCCO1 (stereo not given),0.1,-3.8,-19.2,-0.1,-0.6,2.8,0.3,-6.7,-2.1
CCCCNC(=S)NNC(=O)c1csc(C)c1C,-0.4,1.0,-7.9,-0.1,-5.5,-0.9,-4.6,9.6,2.5
CC(C)C(NC(=O)C(Cc1ccccc1)NC(=O)OCc1ccccc1)C(=O)O (stereo not given),-1.1,4.5,0.9,0.6,20.0,-8.1,-6.5,3.1,-3.4
COc1ccc(C)cc1NC(=O)NC1CCCc2ccccc21 (stereo not given),0.2,1.8,-5.6,2.2,-0.1,-3.9,-5.2,-0.2,-2.3
Cc1ccc(C2(O)CN(c3ccccc3)C3=[N+]2CCS3)cc1 (stereo not given),1.5,-2.2,12.0,-0.2,0.8,13.5,1.5,4.1,13.8
O=C(COc1ccc2ccccc2c1)NCC1CCCO1 (stereo not given),-2.8,-2.8,1.6,-0.1,-2.1,5.3,3.0,-2.9,-4.0
CCOC(=O)CCCc1ccc(/C(C)=N/NC(N)=S)cc1,6.6,-2.4,2.2,0.0,-1.8,1.4,0.7,-2.2,-2.2
CCn1c(Cc2ccc(OC)cc2)nnc1SCC(=O)NC1CC1,1.4,2.0,0.7,-2.6,-1.1,16.6,-2.6,-0.6,3.9
Cc1c(CCC(=O)NCCCn2ccnc2)c(=O)oc2c(C)c3oc4c(c3cc12)CCCC4,3.1,2.6,1.2,0.1,155.2,48.9*,-0.3,4.6,-2.9
Cc1ccc(-n2c(SCC(=O)Nc3ccc4c5c(cccc35)CC4)nc(O)cc2=O)cc1,1.1,1.6,25.6,-0.1,3.8,1.2,6.7,15.7*,-14.6
CN(C)S(=O)(=O)c1cccc(NC(=O)c2ccc3c(c2)OCCO3)c1,1.8,0.6,-7.8,0.2,-0.7,4.8,1.8,-7.6,-5.2
CCc1ccc(NC(=S)/N=C(\N)Nc2nc(C)c3cc(CC)ccc3n2)cc1,1.6,2.5,19.4,0.0,-4.0,0.6,1.7,5.7,-2.6
O=C(N1CCOCC1)N1CCN(S(=O)(=O)c2ccc(Cl)cc2)CC1,-2.9,2.7,7.4,0.0,2.3,1.2,-2.8,-2.9,1.4
O=C1NN(c2ccccc2)C(=O)/C1=C\c1cccn1-c1ccc(Cl)c([N+](=O)[O-])c1,-1.0,0.3,16.2,-0.1,2.3,-0.7,-1.8,3.8,3.1
Cc1ccc(/C=N/NC(=O)CC(=O)NCc2cccnc2)cc1,1.5,-0.5,-4.0,-0.2,16.8,5.3,-1.4,-1.3,-5.7
O=C(CN1CCN(Cc2ccccc2Cl)C1=O)NCc1ccccn1,0.9,1.4,-1.2,-0.2,9.3,-2.5,-1.9,-0.7,4.4
Cc1cc(=O)[nH]c(COc2ccccc2)n1,1.0,1.1,-1.3,-0.2,1.6,5.1,-2.1,-1.6,2.0
COc1ccccc1C(=O)N/C(=C\c1cn(C)c2ccccc12)C(=O)NCCCN1CCOCC1,4.5,-0.8,-12.7,0.0,-3.0,12.6,6.1,-2.7,0.4
